All columns: NCI-60 one-dose screen, growth in % after 48 h at 10 µM unless noted; 100 = growth as untreated, 0 = no growth, -100 = all killed.
RPMI-8226 – RPMI-8226 leukemia cells | 77,000 tested, 7.5% active | AID 1794781
MDA-MB-468 – MDA-MB-468 breast cancer. 78,000 tested, 8.5% active. AID 2202374
CCRF-CEM – CCRF-CEM leukemia; 77,000 tested, 7% active
K-562 – K-562 leukemia. 78,000 tested, 7.4% active. AID 1794777
MOLT-4 – MOLT-4 leukemia cells | AID 1794779 | 80,000 tested, 6.9% active
HOP-62 – HOP-62 NSCLC. 80,000 tested, 3.9% active. AID 1794735
MDA-MB-435 – MDA-MB-435 melanoma; 82,000 tested, 7.8% active
SR – SR leukemia cells | AID 1794780 | 73,000 tested, 8.7% active
* hit, by the source's call; x = not tested or not shown; ! = a repeat was not active. How the source made its calls: active means growth percent below 10; inactive means the rest.

SMILES | RPMI-8226 | MDA-MB-468 | CCRF-CEM | K-562 | MOLT-4 | HOP-62 | MDA-MB-435 | SR
O=C(O)c1ccc(-c2nn(-c3ccc(C(=O)O)cc3)cc2CNc2ccc(F)cc2)cc1 | 109.4 | 108.0 | 101.7 | 107.1 | 112.1 | 99.3 | 102.5 | 109.8
C=C(CNCCc1ccc(O)cc1)[C@@H]1CC[C@]2(COC3CCCCO3)CC[C@]3(C)[C@H](CC[C@@H]4[C@@]5(C)CCC(N)C(C)(C)[C@@H]5CC[C@]43C)[C@@H]12 (some centres undefined) | -64.9* | -85.6* | -64.1* | -73.0* | x | -91.4* | -95.0* | x
CC1(C)CC[C@]2(C(=O)N3CCCNCC3)CC[C@]3(C)C(=CC[C@@H]4[C@@]5(C)C/C(=C\c6cccnc6)C(=O)C(C)(C)[C@@H]5CC[C@]43C)[C@H]2C1 | 95.4 | 105.1 | 97.9 | x | x | 109.0 | 103.9 | x
Fc1cccc(-n2ncc3c(Nc4ccc(-c5nnc(Nc6ccc(Cl)cc6)s5)cc4)ncnc32)c1 | 101.7 | 102.0 | 100.0 | 95.3 | 103.6 | 86.6 | 101.7 | 84.7
NC(N)=NC(N)=Nc1ccc2ccccc2c1 | 24.3 | 63.8 | x | 91.3 | 167.4 | 75.1 | 86.2 | 47.6
CC12C(=O)OC(=O)C1(O)C1c3ccccc3C2c2ccccc21 (centres undefined) | 99.0 | 117.0 | 108.1 | 108.8 | 101.1 | 107.3 | 105.6 | x
COc1cc(/C=C/C(=O)c2cc(-c3cc(OC)c(OC)c(OC)c3)ccc2O)cc(OC)c1OC | 16.8 | 52.7 | 22.2 | 37.9 | 56.0 | x | 57.3 | 33.8
CCOC(=O)COc1nc(C)cc(C)c1C#N | 107.4 | 93.2 | 107.2 | 100.8 | 103.3 | 100.8 | 100.3 | 89.6
O=C(Nc1ccccc1)N1CCOCC1 | 99.0 | 113.0 | x | 97.4 | x | 96.1 | 118.9 | 87.0
CCCCCCCC(=O)Nc1nc2[nH]c(CN3CCN(Cc4cccc(I)c4)CC3)c(CN3CCN(Cc4cccc(I)c4)CC3)c2c(=O)[nH]1 | -22.5* | -85.6* | 1.2* | -43.8* | -36.0* | -88.6* | -75.8* | -43.4*
Cc1c(C(=O)NCCN2CCOCC2)cn2ncnc(Oc3ccc(NC(=O)Nc4ccc(Cl)c(C(F)(F)F)c4)cc3)c12 | x | -10.4* | 9.1* | 5.0* | -3.4* | 20.5 | 18.0 | 1.0*
CONc1c2ccccc2nc2ccccc12 | 89.1 | 109.5 | 93.0 | 116.9 | 104.5 | 98.8 | 124.2 | x
O=C(N/N=C/c1ccc2c(c1)OCO2)C1CC1 | 89.4 | 103.7 | 87.1 | x | 83.2 | 111.5 | 111.4 | 91.5
Cc1ccc(S(=O)(=O)N2CCN=C2N/N=C/c2ccccc2C#N)cc1 | 89.4 | 84.7 | 96.3 | 85.0 | 92.3 | 95.3 | x | 101.5
N#CC1C(=O)NC(=O)C(C#N)C12CCCc1sccc12 (centres undefined) | 97.7 | 108.2 | 87.0 | 101.2 | 80.8 | 97.0 | 115.1 | 93.3
CCCCCNCCO | 98.0 | 105.5 | 101.3 | 114.1 | 115.4 | 95.5 | 116.2 | 103.8
CCOC(=O)c1cc2ccccc2o1 | 100.3 | 88.8 | 103.0 | 98.8 | 101.2 | 99.7 | 106.1 | 99.2
O=C(c1c[nH]c2ccccc12)c1n[nH]c(=S)n1-c1ccc(F)cc1 | 79.1 | 92.2 | 88.6 | 86.5 | 88.9 | 84.5 | 107.3 | 86.3
O=C(NNc1ccc(-c2ccccc2)nn1)c1ccccc1 | 101.8 | 102.6 | 107.2 | 92.2 | 90.3 | 103.6 | 100.7 | 102.8
CCCCCCCCCCCCCCCCC(C(=O)O)C(O)(CC(=O)O)C(=O)O (centres undefined) | -25.5*! | 101.9 | 2.4* | 1.1*! | 1.4*! | -2.3*! | -33.7*! | 1.1*!
COC(=O)[C@@]1(O)C=Cc2nc3cccnc3c(=O)n21 | 104.1 | 90.1 | 107.3 | 109.2 | 106.2 | 84.4 | 96.2 | 109.6
COC(=O)c1ccc(NC(=O)c2ccc(-c3cccc([N+](=O)[O-])c3)o2)cc1 | 101.6 | 96.5 | 107.0 | 104.6 | 102.7 | 106.7 | 101.3 | 113.7
Cc1nn(C(N)=S)c(C)c1N=Nc1ccc2oc(=O)ccc2c1 | 79.8 | 44.7 | 45.8 | 40.0 | 53.5 | 101.6 | 89.7 | 51.6
CCn1c2ccccc2c2cc(N)ccc21 | 77.1 | x | 78.7 | 87.2 | 82.4 | 83.9 | 103.2 | 64.5
COc1ccc(/C=C2\SC(=O)NC2=S)c(C(=O)O)c1OC | 105.4 | 101.1 | 107.7 | 101.0 | 102.3 | 107.9 | 101.5 | 117.7
COc1ccc(-c2nsc3c2NC(=O)CC3c2ccc3c(c2)OCCO3)cc1 (centres undefined) | 31.5 | x | 14.0 | 13.3 | 28.3 | 34.8 | -46.6* | 28.9
COc1cc(-c2nc(-c3nnc(-c4ccc(F)cc4)o3)c3ccccn23)cc(OC)c1OC | 45.8 | 76.6 | x | 79.4 | 77.0 | 70.8 | 81.9 | 72.1
O=C1c2cccc3cccc(c23)C(=O)N1Nc1nc(N2CCOCC2)nc(N2CCN(Cc3ccccc3)CC2)n1 | 88.4 | 109.8 | 101.3 | 94.3 | 83.7 | 86.2 | 105.7 | x
CCCOC(=O)C1(N)CCCC1 | 103.8 | 110.5 | 110.3 | 100.4 | 95.3 | 108.3 | 100.2 | 102.7
COc1cc(OC)c(S(N)(=O)=O)cc1C1=NN(C(N)=S)C(c2ccc(Cl)cc2)C1 (centres undefined) | 97.8 | 88.3 | 104.2 | x | x | 105.9 | 100.5 | x
O=[N+]([O-])c1ccccc1Sc1ccccc1[N+](=O)[O-] | 95.4 | 92.1 | 107.4 | 97.5 | 94.8 | 92.8 | 102.8 | 103.7
OCc1cccc(-c2noc([C@@H]3CCCN4CCCC[C@H]34)n2)c1 | 116.1 | 97.4 | 98.2 | 96.9 | 87.2 | 89.7 | 110.5 | 85.4
O=C(CNn1c(COc2ccccc2)nc2ccccc2c1=O)Nc1ccc(Cl)cc1 | 90.2 | 98.7 | 93.6 | 89.6 | 84.1 | 87.9 | 105.6 | 90.0
O=C1c2ccccc2C(=O)c2c1cc(S(=O)(=O)O)cc2[N+](=O)[O-] | 100.8 | 104.8 | 100.1 | 106.8 | 99.7 | 78.1 | 99.7 | 107.0
COc1ccc(CC(C)=C(c2ccc(OCCN3CCOCC3)cc2)c2ccc(OCCN3CCOCC3)cc2)cc1 | 100.9 | 87.4 | 101.6 | 89.4 | 108.0 | 92.7 | 109.3 | 96.9
Oc1c(CN2CCC(N3CCOCC3)CC2)cc(Cc2cc(CN3CCC(N4CCOCC4)CC3)c(O)c3ncccc23)c2cccnc12 | 34.8 | 9.1* | 12.6 | 11.1 | 6.6* | 19.4 | 20.3 | 20.0
c1ccc2cc(C[n+]3ccn(CCCn4cc[n+](Cc5ccc6ccccc6c5)c4)c3)ccc2c1 | 86.6 | 86.1 | 103.1 | 88.1 | 86.7 | 67.2 | 97.8 | 87.0
O=C(OCc1ccc2c(c1)OCO2)c1cccc2ccccc12 | 106.6 | 88.0 | 110.2 | 116.0 | 87.5 | 103.9 | 99.2 | x
COc1ccc(-c2nc3ccc(-c4nc5ccc(N6CCN(c7ccc(N)cc7)CC6)cc5[nH]4)cc3[nH]2)cc1OC | 11.8 | 33.7 | 37.4 | 50.9 | 53.6 | 74.2 | 50.4 | x
COc1ccc([C@H]2c3[nH]c4ccccc4c3C[C@H]3C(=O)N(C4CCN(Cc5c(Cl)cccc5Cl)CC4)CC(=O)N23)c(OC)c1 | 89.9 | 92.8 | 94.6 | 92.7 | 86.2 | 93.2 | 102.0 | 85.0
Cn1cc(-c2nonc2-c2c[nH]c3ccccc23)c2cc(Br)ccc21 | 40.6 | 59.5 | 31.0 | 11.1 | 17.8 | 25.2 | 2.5* | 15.3
NCC(=O)NCC(=O)NC(Cc1ccccc1)C(=O)O (centres undefined) | 99.3 | 103.8 | x | 106.7 | 96.4 | 105.3 | 105.9 | 97.4
Cc1cc2nc(C(C)(C)O)[nH]c2cc1C | x | 110.5 | 89.8 | 97.4 | 109.8 | 85.9 | 95.8 | x
CC(=O)Nc1nc(-c2ccc(N3CCCC(C)C3)c(NS(=O)(=O)c3cccc4c(N(C)C)cccc34)c2)cs1 (centres undefined) | 72.0 | 88.8 | 100.4 | x | x | 108.0 | 95.0 | x
Nn1c(-c2cccc(O)c2)nnc1-c1cccc(O)c1 | 111.1 | 110.8 | 111.5 | 102.8 | 118.8 | 94.2 | 104.0 | 77.9
c1ccc(Cc2[nH]nc(-c3n[nH]c(Cc4ccccc4)c3-c3ccccc3)c2-c2ccccc2)cc1 | 100.3 | 99.9 | 104.1 | 93.9 | 101.5 | 100.4 | 105.5 | 97.4
CN(C)c1nc(-c2cccs2)n2nc(-c3cccs3)cc2n1 | 86.3 | 26.2 | 96.7 | 104.5 | 110.8 | 107.0 | 95.9 | 79.9
CC(C)CCNc1ncnc2c1cnn2C | 112.0 | 101.4 | 87.7 | 119.1 | 98.4 | 102.5 | 102.6 | x

Reprinted from the listing for reference:
SMILES | RPMI-8226 | MDA-MB-468 | CCRF-CEM | K-562 | MOLT-4 | HOP-62 | MDA-MB-435 | SR
Cc1cc2nc(C(C)(C)O)[nH]c2cc1C | x | 110.5 | 89.8 | 97.4 | 109.8 | 85.9 | 95.8 | x
CC(=O)Nc1nc(-c2ccc(N3CCCC(C)C3)c(NS(=O)(=O)c3cccc4c(N(C)C)cccc34)c2)cs1 (centres undefined) | 72.0 | 88.8 | 100.4 | x | x | 108.0 | 95.0 | x
Nn1c(-c2cccc(O)c2)nnc1-c1cccc(O)c1 | 111.1 | 110.8 | 111.5 | 102.8 | 118.8 | 94.2 | 104.0 | 77.9

Going on with the list:
SMILES | RPMI-8226 | MDA-MB-468 | CCRF-CEM | K-562 | MOLT-4 | HOP-62 | MDA-MB-435 | SR
COc1cc(NN=C(c2ccc(O)cc2)c2ccc(O)cc2)c([N+](=O)[O-])cc1[N+](=O)[O-] | 81.5 | x | 103.4 | 108.5 | 94.6 | -1.7* | 95.6 | 50.6
COc1cc(/C=C/C(=O)c2ccc(Cl)cc2)ccc1Oc1nc(Nc2ccc(F)cc2)nc(N(C)C)n1 | 38.5 | 62.8 | 37.4 | 43.3 | 17.1 | 103.0 | 78.4 | 15.8
O=C1NN(C(=O)c2ccc(O)cc2)C(c2ccccc2)=N/C1=C\c1cn(-c2ccccc2)nc1-c1ccccc1 | 90.0 | 110.3 | 89.7 | 93.7 | x | 92.0 | 104.7 | x
NC1=C(c2nn[nH]n2)C(c2ccccc2Cl)c2ccc3ccccc3c2O1 (centres undefined) | 71.7 | 55.3 | 77.5 | 22.6 | 70.9 | 66.5 | -10.3* | x
NC(=O)c1ccccc1NC(=O)c1ccccc1Cl | 85.0 | 124.8 | 97.3 | 89.9 | 63.7 | 112.1 | 105.1 | -9.8*
CC(=O)N1N=C(c2ccc(F)cc2)CC1c1c(C)nn(-c2ccccc2)c1N1CCOCC1 (centres undefined) | 99.3 | 95.8 | 92.2 | 101.3 | 93.4 | 93.7 | 101.0 | 80.3
O=C1c2ccccc2C(=O)N1c1n[nH]c2nc3ccccc3cc12 | 108.0 | 98.7 | 105.7 | 100.2 | 103.9 | 101.3 | 107.8 | 95.1
Cc1ccc(S(=O)(=O)N/N=C2\CC3CCC2(C)C3(C)C)cc1 (centres undefined) | 97.4 | x | 112.1 | 119.7 | 111.5 | 103.4 | 102.7 | 104.5
Cc1ccc(-c2ccc(SCC(=O)Nc3ccc(S(N)(=O)=O)cc3Br)nn2)cc1 | 67.8 | -21.3* | 93.4 | 72.4 | 89.9 | 14.1 | 61.9 | 75.3

Five entries drawn at random from those above, as already listed:
SMILES | RPMI-8226 | MDA-MB-468 | CCRF-CEM | K-562 | MOLT-4 | HOP-62 | MDA-MB-435 | SR
Cc1ccc(S(=O)(=O)N/N=C2\CC3CCC2(C)C3(C)C)cc1 (centres undefined) | 97.4 | x | 112.1 | 119.7 | 111.5 | 103.4 | 102.7 | 104.5
Cc1ccc(-c2ccc(SCC(=O)Nc3ccc(S(N)(=O)=O)cc3Br)nn2)cc1 | 67.8 | -21.3* | 93.4 | 72.4 | 89.9 | 14.1 | 61.9 | 75.3
COc1cc(/C=C/C(=O)c2ccc(Cl)cc2)ccc1Oc1nc(Nc2ccc(F)cc2)nc(N(C)C)n1 | 38.5 | 62.8 | 37.4 | 43.3 | 17.1 | 103.0 | 78.4 | 15.8
NC1=C(c2nn[nH]n2)C(c2ccccc2Cl)c2ccc3ccccc3c2O1 (centres undefined) | 71.7 | 55.3 | 77.5 | 22.6 | 70.9 | 66.5 | -10.3* | x
O=C1c2ccccc2C(=O)N1c1n[nH]c2nc3ccccc3cc12 | 108.0 | 98.7 | 105.7 | 100.2 | 103.9 | 101.3 | 107.8 | 95.1

Screens (PubChem BioAssay)
